# Compound activity from PubChem BioAssay.
# TNF death inh = inhibitors of TNF-alpha induced necroptosis in Jurkat FADD-/- cells; Jurkat FADD-/- TNF necroptosis rescue, ATP luminescence, 24 h; 0 = TNF only, 100 = no-TNF cells; activation (protection from cell death), % at 10 µM; AID 463075; hit rate 0.068% among 220,000;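 active = activation, meaning protection from cell death, of at least 50% relative to plate controls; inactive = activation below 50%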;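 note: necroptosis triggered by 40 ng/mL TNF-alpha added together with compound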
# Tb hexokinase = T. brucei hexokinase 1 inhibition | inhibition, % at 10 µM | AID 1430 | hit rate 0.11% among 220,000 | recombinant TbHK1, G6PDH-coupled NADH A340;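 active = inhibition of 50% or more in the single-dose primary screen; inactive = inhibition below 50%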
# FXIIa inh 1536 = factor XIIa (human) inhibition; P00748; purified FXIIa, Boc-QGR-AMC fluorogenic substrate, 2 h; inhibition, % at 5 µM; hit rate 0.3% among 220,000; in the data active = inhibition above about 40%;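 note: 0% = enzyme with no compound and 100% = blank without enzyme; many of its hits are not listed in these tables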
# L929 necroptosis = L929 zVAD cell death inhibition. L929 zVAD necroptosis rescue, ATP luminescence, 24 h; with zVAD 60 µM. viability rescue, % at 10 µM. hit rate 0.38% among 220,000;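 active = activation, scaled between plate controls, above about 75%, limit read from the data; inactive = activation under that limit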;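 note: 0% = zVAD with DMSO and 100% = DMSO alone without zVAD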
# PPC-1+TRAIL kill = compounds killing PPC-1 cancer cells with TRAIL present (potentiator screen, no TRAIL-free arm); PPC-1 cells + TRAIL, ATPLite viability luminescence; cell killing (% activity), % at 4 µM; hit rate 0.41% among 220,000; AID 1443;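 active = cell killing above 50% in the first pass at 4 µM, then a duplicate retest at 5 µM averaging 50% or more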;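 note: plate controls were cells with TRAIL plus DMSO for no effect and medium-only wells lacking cells for full effect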
# CHOP inhibitor = inhibitors of CHOP induction in ER stress response; CHO-K1 CHOP-promoter luciferase, tunicamycin-induced, 15-18 h; hit rate 3.8% among 220,000; AID 2732; inhibition, % at 10 µM;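 active = compounds that reduced the stress-induced luciferase reporter signal by more than about 70% of percent inhibition, limit read from the data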;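 note: 0% = tunicamycin plus vehicle and 100% = wells without tunicamycin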
# EP2 antag = inhibitors of human EP2 prostaglandin E2 receptor; AID 1422; C6 glioma cells expressing human EP2, cAMP TR-FRET; cells stimulated with saturating PGE2; P43116; hit rate 0.52% among 260,000; inhibition, % at 25 µM;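 active = percent inhibition above 40 after rounding to a whole number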;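 note: rat C6 glioma host cells with rolipram phosphodiesterase inhibitor present; the protocol text gives 20 µM as final concentration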
# Target sequence (P43116 whole entry, looked up): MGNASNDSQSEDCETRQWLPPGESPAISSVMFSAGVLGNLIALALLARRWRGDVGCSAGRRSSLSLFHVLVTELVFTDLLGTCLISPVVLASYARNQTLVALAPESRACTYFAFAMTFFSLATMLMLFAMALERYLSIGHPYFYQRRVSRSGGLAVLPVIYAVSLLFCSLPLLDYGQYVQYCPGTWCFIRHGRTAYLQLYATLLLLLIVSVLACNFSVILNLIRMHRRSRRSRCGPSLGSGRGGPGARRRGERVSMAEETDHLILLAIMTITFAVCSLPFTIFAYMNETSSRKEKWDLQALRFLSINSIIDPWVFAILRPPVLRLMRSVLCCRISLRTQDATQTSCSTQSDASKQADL
# Wee1 degr inh = blocks degradation of human Wee1 kinase | HeLa Luc-Wee1K328M stability, luciferase luminescence; 100% = proteasome inhibitor MG132 effect | reporter increase, % at 5 µM | hit rate 1.2% among 220,000 | P30291;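 active = activation above the mean of all tested compounds plus 3 SD, set per screening run, cut at about 8.8% in these data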;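 note: cells exposed to compound for 20 h before luminescence read; 0% = DMSO alone and 100% = MG132 at 30 µM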
# FXIa inh = inhibitors of human coagulation factor XIa; P03951; purified FXIa, Boc-Glu-Ala-Arg-AMC fluorogenic substrate; inhibition, % at 5 µM; hit rate 0.14% among 220,000; AID 798;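 active = inhibition of at least 40%; inactive = inhibition below 40%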;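 note: fluorescence of freed AMC excited at 355 nm; 0% = enzyme without compound and 100% = no enzyme blank; many of its hits are not listed in these tables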
# Target sequence (P03951 19-387 limits assumed): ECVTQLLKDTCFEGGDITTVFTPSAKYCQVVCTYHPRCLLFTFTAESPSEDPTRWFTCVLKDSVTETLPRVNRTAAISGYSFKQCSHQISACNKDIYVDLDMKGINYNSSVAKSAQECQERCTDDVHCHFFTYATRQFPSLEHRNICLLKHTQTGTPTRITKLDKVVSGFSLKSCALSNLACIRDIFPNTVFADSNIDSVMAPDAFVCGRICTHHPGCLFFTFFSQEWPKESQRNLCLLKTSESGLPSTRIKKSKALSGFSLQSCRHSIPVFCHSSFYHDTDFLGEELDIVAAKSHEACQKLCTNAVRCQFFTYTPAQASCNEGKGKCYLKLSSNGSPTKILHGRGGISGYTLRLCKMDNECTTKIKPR
# Target sequence (P03951 388-625 limits assumed): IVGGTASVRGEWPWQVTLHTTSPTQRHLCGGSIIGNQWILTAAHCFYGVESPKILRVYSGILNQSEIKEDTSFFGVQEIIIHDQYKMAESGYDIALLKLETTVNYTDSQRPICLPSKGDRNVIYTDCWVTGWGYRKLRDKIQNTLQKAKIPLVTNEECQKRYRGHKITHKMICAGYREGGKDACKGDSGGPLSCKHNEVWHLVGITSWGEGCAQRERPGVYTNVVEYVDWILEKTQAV
# * hit, by the source's call; · = no result given; & = joins results of further samples. A portion of the library; the hit share may differ from the screen's.
SMILES,TNF death inh,Tb hexokinase,FXIIa inh 1536,L929 necroptosis,PPC-1+TRAIL kill,CHOP inhibitor,EP2 antag,Wee1 degr inh,FXIa inh
COc1ccc(Cn2c(N)c(C(=O)NCc3ccco3)c3nc4ccccc4nc32)cc1OC,-6.0,-13,-16,0.7,-4,·,·,2,-6
O=C(CN1CC=C(c2ccccc2)CC1)NC(=O)NCc1ccccc1,0.2,6,6,-0.1,-2,-4,7,-2,0
Cc1cccnc1-n1c(-c2ccccc2)nc2ccccc2c1=O,-3.9,0,3,-0.3,-8,9,10,0,-6
Cc1ccc(-n2c(O)c(/C=N/NC(=O)c3ccncc3)c(=O)[nH]c2=O)cc1,0.3,-40,31,0.6,4,7,8,6,5
CCCCn1c(O)c(C(C)=NCCc2ccccc2)c(=O)[nH]c1=O,-0.9,3,16,0.0,1,13,2,-1,4
COC(=O)c1cc(C(O)(C(=O)OC)C(F)(F)F)c(/N=C/N(C)C)s1 (stereo unspecified),-11,-24,13,0.1,10,-17,19,1,5
CCCCC(C)C(OC(=O)CC(CC(=O)O)C(=O)O)C(CC(C)CC(O)CCCCC(O)CC(O)C(C)N)OC(=O)CC(CC(=O)O)C(=O)O (stereo unspecified),-0.1,8,18,3.1,0,23,16,2,12
CC(=O)NC(Cc1ccc(N(CCCl)CCCl)cc1)C(=O)NC(CC(C)C)C(=O)O (stereo unspecified),-0.7,-4,2,14,22,0,10,-3,-5
O=C(c1ccc2nc(-c3ccco3)c(-c3ccco3)nc2c1)N1CCC2(CC1)OCCO2,·,·,8,·,7,-24,·,·,2
O=C(c1ccco1)c1cn(Cc2ccccc2Cl)c2ccccc12,-3.1,-9,22,0.0,21,10,5,3,9
Cn1nc(-c2ccc(OCC(=O)N3CCN(Cc4ccccc4)CC3)cc2)c2ccccc2c1=O,-6.7&-5.9,-2&2,0&6,-0.3&0.0,15,57,6,4&-2,-8&4
O=c1[nH]c(=O)n(-c2ccc(Cl)cc2)c(O)c1C=Nc1ccc(S(=O)(=O)Nc2nccs2)cc1,0.7,36,17,-0.1,20,14,3,0,4
Cc1ccc2c(c1)N(CCC(=O)N1CCC3(CC1)OCCO3)C(=O)C(C)O2 (stereo unspecified),-3.0,4,12,0.0,4,0,-2,-1,3
Cc1ccc(C(=O)N[C@@H](C)CN2C3=NC[C@@H](Cc4ccccc4)N3C[C@H]2Cc2ccc(O)cc2)cc1Br,-15,9,9,5.2,-2,-6,22,1,0
COCCN1Cc2cc(=O)n3c([nH]c4ccccc43)c2C1=N,-0.1,-10,-19,2.1,3,-28,7,4,-61
COP(=O)(OC)/C(C=O)=N/Nc1ccc([N+](=O)[O-])cc1,0.2,-10,6,-0.4,0,10,6,-1,9
CC1CCN(c2cc(Br)c([N+](=O)[O-])cc2F)CC1,-1.4,-10,14,-0.5,-7,48,3,-2,2
CCCCc1nc(N2CCNCC2)c(C#N)c2c1CSC(C)(C)C2,-3.9,7,12,0.8,25,24,·,2,-1
CCN1C(=O)c2ccccc2Sc2ccc(C(=O)N3CCC4(CC3)OCCO4)cc21,0.1,-10,13,-0.2,-4,39,·,1,6
CCCCNC(=O)c1c(N)n(Cc2ccc3c(c2)OCO3)c2nc3ccccc3nc12,-1.1,-12,-13,0.0,18,6,8,0,4
CP(=O)(O)CCCN,0.3,-2,-5,-0.2,26,6&-4,5&15,1,-2
CCOC(=O)C1SC2(C(F)(F)C(F)F)CC1(O)c1c(c(OC)c3occc3c1OC)O2 (stereo unspecified),-3.5,-10,9,0.2,22,-10,12,1,-2
CCCCNC(=O)CN1C(=O)CN=C(c2ccccc2)c2ccccc21,0.3,1,11,-0.5,10,6,7,4,-2
C=CCN1C(=O)CSc2ccc(C(=O)N3CCC4(CC3)OCCO4)cc21,1.0,0,-1,0.0,18,-34,6,-1,-2
CC(C)CCN1CCN(Cc2c(F)cccc2Cl)CC1CCO (stereo unspecified),1.2,6,8,0.3,6,14,6,-2,0
O=C(/C=C/c1ccccc1)NCCc1cnc[nH]1,0.6,1,2,1.3,40,18,15,6,-3
O=C(NCCCN1CCOCC1)C(Cl)(Cl)Cl,1.4,16,-4,0.6,10,-24,11,-1,-4
CCN(CC)CCN=Cc1c(O)n(Cc2ccccc2)c(=O)[nH]c1=O,0.4&0.1,-1&1,0&11,0.3&0.4,-12&26,-7&21,9&7,4&1,-1&2
COC(=O)CCCCC1SCC(NC(=O)c2ccccc2)C1Cl (stereo unspecified),2.5,-3,4,2.6,0,16,4,-1,-8
O=C1NC(=O)N(c2cccc(F)c2)C(=O)/C1=C/c1ccc(N2CCOCC2)cc1,4.5,-56,0,1.3,0,20,18,-3,9
COc1ccc(CN2C(=O)NC(=O)/C(=C/c3ccc(OC)c(OC)c3OC)C2=O)cc1,1.7,-5,5,1.4,17,18,2,0,5
CC(=O)Nc1ccc(S(=O)(=O)NC(CC(=O)N2CCC3(CC2)OCCO3)C(C)C)cc1 (stereo unspecified),0.9,0,8,0.9,-4,-9,14,3,0
CCN(CC)P(c1n(C)cc[n+]1C)N(CC)CC,0.3,1,9,0.7,25,-9,2,-1,4
CCn1cc(CN2CCCC(C(=O)c3cccc(OC)c3)C2)c(C)n1 (stereo unspecified),0.9,2,1,-0.1,-3,1,5,1,-7
CC(C)C(=O)c1cn(Cc2ccc(C#N)cc2)c2ccccc12,1.3,9,16,1.1,20,18,13&13,-1,6
COc1ccc(S(=O)(=O)NCc2ccc(C(=O)N3CCC4(CC3)OCCO4)cc2)cc1,1.3,-3,11,-0.1,-14,-16,10,-3,2

# Pulled by compound from the list above (3):
SMILES,TNF death inh,Tb hexokinase,FXIIa inh 1536,L929 necroptosis,PPC-1+TRAIL kill,CHOP inhibitor,EP2 antag,Wee1 degr inh,FXIa inh
O=C(NCCCN1CCOCC1)C(Cl)(Cl)Cl,1.4,16,-4,0.6,10,-24,11,-1,-4
CCN(CC)P(c1n(C)cc[n+]1C)N(CC)CC,0.3,1,9,0.7,25,-9,2,-1,4
COC(=O)CCCCC1SCC(NC(=O)c2ccccc2)C1Cl (stereo unspecified),2.5,-3,4,2.6,0,16,4,-1,-8

# Next records:
SMILES,TNF death inh,Tb hexokinase,FXIIa inh 1536,L929 necroptosis,PPC-1+TRAIL kill,CHOP inhibitor,EP2 antag,Wee1 degr inh,FXIa inh
O=C(c1ccccc1F)c1cn(CC(=O)N2CCOCC2)c2ccccc12,-1.1,-22,6,-0.3,-8,-32,6&14,0,-6
CN1C(=O)NC(=O)/C(=C\C=C\c2ccccc2[N+](=O)[O-])C1=O,-8.0,-1,3,1.3,1,99*,24,-1,-3
CCOP(=O)(Cc1ccc(C(=O)CC)o1)OCC,1.2,-4,6,0.2,22,9,5,2,0
CC1CCC(NCCc2ccc3c(c2)OCO3)CC1 (stereo unspecified),-1.6,6,18,0.3,-3,-23,4,-1,3
COc1cc(Br)cc(CN2CCN(C)CC2)c1O,0.2,6,5,-0.3,8,12,-1,2,4
COc1ccc(-n2c(O)c(C(C)=NCCN3CCNCC3)c(=O)[nH]c2=O)cc1,-0.7,11,20,-0.3,11,36,5,2,5
COC(=O)C1=CO[C@@H](C)[C@@H]2CN3CC[C@]4(C(=O)Nc5ccccc54)[C@@H]3C[C@H]12,0.4,-6,5,1.1,16,-7,11,1,0
CC(C)(C)c1ccc(C(=O)C2CCCN(C3CCC3)C2)cc1 (stereo unspecified),0.6,4,10,2.3,0,-12,8,0,1
C/C(=N\N1CCCCCC1)c1c(O)n(-c2ccccc2)c(=O)[nH]c1=O,0.7,27,10,0.4,-13,-5,6,-2,0
CCOC(=O)C1(CCCc2ccccc2)CCN(C2CCC2)CC1,0.4,3,13,-0.9,-4,6,9,3,3
COc1ccc(OC)c(N2C(=O)NC(=O)/C(=C\c3ccc([N+](=O)[O-])s3)C2=O)c1,-14,-9,-3,-0.2,9,-53,9,-2,-6
CCCc1nc2ccccc2c(=O)n1-c1ccccc1OC,-1.2,-5,16,0.7,-8,35,14,-4,2
N/C(=N/[N+](=O)[O-])N1CCN(C(=O)c2ccc(Cl)cc2)CC1,2.2,2,6,3.5,26,-7,6,5,5
C=CCn1c(O)c(/C(C)=N/N2CCCCC2)c(=O)[nH]c1=O,1.1,-9,9,-0.5,28,-5,1,-1,1
CC1(C)CC(=O)C(C=NCCN2CCN(C(=O)Cc3ccc(F)cc3)CC2)=C(O)C1,-0.1,-4,-5,2.4,14,-4,4,3,-8
N[C@@H](Cc1c[nH]c2ccccc12)c1nnc(SCc2ccccc2)o1,-14,1,-4,0.1,9,26,21,-3,-7
CC(=O)N1N=C(c2cccnc2)CC1c1ccccc1O (stereo unspecified),-1.2,-4,5,-1.0,9,25,3,3,-2
Cc1ccc(C(=O)N[C@@H](C)CN2C3=NC[C@H](Cc4ccccc4)N3C[C@H]2Cc2ccc(O)cc2)cc1Br,-17,10,7,0.2,9,20,12,·,-1
N#CC1=C(N)Oc2c(c(=O)sc3ccccc23)C1c1cccnc1 (stereo unspecified),-7.1,-5,-1,0.9,5,-23,7,1,2
O=C(N[C@H]1CP(=O)(Oc2ccccc2)O[C@H](COCc2ccccc2)[C@H]1O)C(Cl)(Cl)Cl (stereo partly specified),0.3,6,10,0.2,2,58,3,·,1
CCC(=NCc1cc(OC)cc(OC)c1)c1c(O)n(C2CCCCC2)c(=O)[nH]c1=O,0.9,-10,5,5.3,-24,26,3,4,-6
COc1cc(OC)c(OC)cc1/C=C1\C(=O)NC(=O)N(Cc2ccccc2)C1=O,-0.1,-11,22,0.9,4,-1,6,-2,-1
COCCCN1CCN(c2nnc3n2-c2sc(Br)cc2C(c2ccccc2Cl)=NC3)CC1,-0.4,-3,12,0.4,16,-22,·,-1,10
Cc1oc(-c2ccc(F)cc2F)nc1CN1C[C@@H]2C[C@@H](C1)c1cccc(=O)n1C2,-0.9,2,5,-1.6,22,23,8,-2,0
Cc1ccccc1-n1c(O)c(C=Nc2ccc(N(C)C)cc2)c(=O)[nH]c1=O,-3.8,-20,12,0.5,2,34,6,0,-2
Cc1nc2sccc2c(=O)n1-c1ccccc1Cl,-5.0,-1,7,0.0,-6,-3,8,-1,3
CC(Cc1ccccc1)NC(=O)/C=C/c1ccc(Cl)cc1 (stereo unspecified),3.7,0,13,3.0,27,25,5,3,4
C/C(=C\c1ccc(N(C)C)cc1)[N+](=O)[O-],-21,0,5,-0.5,36,-10,·,0,-5
CCOC(=O)C(O)(c1ccc(NC(=O)NC)cc1)C(F)(F)F (stereo unspecified),-0.1,-14,13,0.1,37,2,4,-2,2
CS(=O)(=O)NNP(=O)(NNS(C)(=O)=O)NC(=O)c1ccccc1,-0.5,2,10,1.5,9,-16,2,-2,-3
Nc1ccccc1C(=O)OC1CSC1,-1.0,-4,18,0.2,17,2,4,-2,4
O=C1NC(=O)C(CCc2ccncc2)(CCc2ccncc2)C(=O)N1Cc1ccc(F)cc1,0.5,-5,6,-0.4,5,9,6,1,-1
Cc1ccnc(-n2c(-c3ccco3)nc3ccccc3c2=O)c1,-0.1,-17,17,-0.5,-1,10,-2,0,6
CCn1c(O)c(C=NCc2cccs2)c(=O)[nH]c1=O,-3.0,-2,-8,-0.1,23,18,12,-2,-7
Cc1ccc(C)c(Cn2c(C(=O)O)c(C=O)c3ccccc32)c1,0.2,3,2,1.6,12,6,6,-3,-2
CNC(=S)N(C)CCc1cc2c(c(OC)c1/C=C1/C(=O)NC(=O)N(C)C1=O)OCO2,-1.4,-12,4,-0.1,-4,-3,11,-2,6
COc1ccc(CCN(C)Cc2ccc(F)cc2F)cc1OC,3.0,-3,24,0.3,16,16,3,-3,17
